# Screening results from PubChem.
# HIF activator = HIF pathway transcriptional activators, primary screen, cell-based, U2OS HRE-luciferase, luminescence. U2OS HRE-luciferase reporter; normalized: DMSO 0%, desferrioxamine 100%. activation, % at 7.5 µM (by protocol). 300,000 tested, 0.32% active;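 active = mean activation of at least 10% of the iron chelator positive control signal, with at least half of replicates also reaching 10%; inconclusive = mean and replicate majority disagree about reaching 10%; inactive = mean and most replicates under 10%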
# TRPC4 block = inhibitors of mouse TRPC4 channel, primary screen, Fluo4 calcium, HEK293 TRPC4beta/mu-opioid cells; Short transient receptor potential channel 4 (Mus musculus), Q9QUQ5; DAMGO-evoked Fluo4 calcium flux; active compounds read low; AID 2247, 2010; 300,000 tested, 0.39% active; B-score at 10 µM;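 active = B-score over 3 SD under the library average, no early fluorescence shift, positive overall ratio signal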
#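 Signal: kinetic Fluo4 fluorescence imaging of calcium influx. Material: stable TRPC4beta/mu-opioid receptor HEK293 cells. Probe or stimulus: DAMGO in two steps, submaximal then maximal.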
# RGS4 pot = RGS4 potentiators or activators, primary screen, cell-based, HEK293 M3R inducible RGS4, calcium flux; carbachol calcium flux Fluo4; active compounds read low; 310,000 tested, 0.92% active; AID 463111, 2010; B-score at 10 µM;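 active = B-score of the integrated calcium signal more than 4 SD below the library mean, with starting fluorescence not abnormally high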;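 also: negative B-score means reduced calcium response which marks RGS4 activation or potentiation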
#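 Also added: carbachol at ECmax as muscarinic agonist stimulus; Assay system: HEK293 cells with stable M3R and inducible RGS4; Timing: overnight RGS4 induction, 30 min dye load 37 °C, 20 min compound RT; Measured by: Fluo4-AM (2 µM) calcium-flux fluorescence, kinetic read.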
# MrgX1 antag = antagonists of human MrgX1 receptor, primary screen, HEK293 cells, Fluo-4 calcium flux | 310,000 tested, 1.3% active | AID 588676, 2011 | Mas-related G-protein coupled receptor member X1 (Homo sapiens), Q96LB2 | B-score at 10 µM | BAM8-22 antagonism; active compounds read low;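 active = calcium-response B-score plate-corrected more than 3 library SD below zero, starting fluorescence within 5 deviations, no agonist response on first addition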;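 also: peak minus trough fluorescence over baseline after final BAM8-22 challenge near maximal dose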
# TRPC6 inh = mouse TRPC6 channel inhibitors, primary screen, cell-based, HEK293, membrane potential dye | Short transient receptor potential channel 6 (Mus musculus), Q61143 | ACh-evoked depolarization; active compounds read low | B-score at 10 µM | 310,000 tested, 1.1% active;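 active = B-score under library mean minus 3 SD, initial fluorescence not abnormally high, positive integrated signal ratio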;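 also: B-score derived from integrated fluorescence ratio over the kinetic read; more negative B-score means stronger inhibition of depolarization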
# Target sequence (Q61143 whole entry, looked up): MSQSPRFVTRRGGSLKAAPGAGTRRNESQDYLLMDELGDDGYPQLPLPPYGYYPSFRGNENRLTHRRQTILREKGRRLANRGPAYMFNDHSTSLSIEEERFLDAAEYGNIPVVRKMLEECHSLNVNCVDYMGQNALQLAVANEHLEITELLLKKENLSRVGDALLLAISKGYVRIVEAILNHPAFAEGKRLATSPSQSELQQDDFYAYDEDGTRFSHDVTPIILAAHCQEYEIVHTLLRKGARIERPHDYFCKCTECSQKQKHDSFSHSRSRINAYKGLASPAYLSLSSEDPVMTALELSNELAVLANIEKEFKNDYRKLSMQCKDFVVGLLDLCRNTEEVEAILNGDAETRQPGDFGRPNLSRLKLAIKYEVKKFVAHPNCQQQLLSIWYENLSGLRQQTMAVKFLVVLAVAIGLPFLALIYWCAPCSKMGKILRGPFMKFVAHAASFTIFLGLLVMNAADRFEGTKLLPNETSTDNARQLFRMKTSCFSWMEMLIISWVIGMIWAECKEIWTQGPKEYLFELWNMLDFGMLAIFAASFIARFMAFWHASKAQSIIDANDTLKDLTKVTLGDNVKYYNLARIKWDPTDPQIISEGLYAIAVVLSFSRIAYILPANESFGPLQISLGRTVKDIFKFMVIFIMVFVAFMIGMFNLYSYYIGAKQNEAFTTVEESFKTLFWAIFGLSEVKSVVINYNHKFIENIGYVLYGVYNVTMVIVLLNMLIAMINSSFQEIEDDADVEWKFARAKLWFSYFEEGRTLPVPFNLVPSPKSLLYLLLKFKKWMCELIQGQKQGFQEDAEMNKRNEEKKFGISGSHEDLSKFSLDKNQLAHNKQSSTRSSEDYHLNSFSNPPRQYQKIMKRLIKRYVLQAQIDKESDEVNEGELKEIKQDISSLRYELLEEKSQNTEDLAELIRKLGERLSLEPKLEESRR
# TRPC6 act = mouse TRPC6 channel activators, primary screen, cell-based, HEK293, membrane potential dye; Short transient receptor potential channel 6 (Mus musculus), Q61143; HEK293-TRPC6 membrane potential dye fluorescence; active compounds read high; B-score at 10 µM; 310,000 tested, 0.13% active; AID 2550, 2010;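 active = B-score of the integrated fluorescence ratio above library mean plus 3 SD, and starting fluorescence ratio within library mean plus 5 SD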;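 also: higher score means more depolarization so channel activation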
# Platelet DG rel = inhibitors of platelet dense granule secretion, primary screen, cell-based, MLPCN, human platelets; human platelet-rich plasma, SFLLRN dense granule ATP release, luminescence; inhibition, %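 (compounds screened at 7.5 µM in platelet-rich plasma)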; 300,000 tested, 0.22% active;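 active = mean replicate score, as percent of positive control, at or above 50; inconclusive = mean below 50 but at least one replicate at or above 50; inactive = mean and every replicate below 50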
# SKKanGAS inh = S. pyogenes SKKanGAS growth inhibitors in kanamycin, primary screen, streptokinase expression inhibitor project, SKKanGAS strain, BacTiter-Glo luminescence; 6 h; inhibition, % at 7.5 µM; 300,000 tested, 1.3% active; AID 1662, 2009;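 active = mean replicate score, as percent of positive control median, at least 50; inconclusive = mean below 50 but one replicate at or above 50; inactive = mean and every replicate below 50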;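 also: strain carries kanamycin resistance gene driven by streptokinase promoter and grows in 40 µg/ml kanamycin; loss of luminescence reflects streptokinase promoter inhibition or plain growth inhibition; 0% = median of DMSO wells and 100% = positive control at its reference dose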
# MrgX1 agonist = agonists of human MrgX1 receptor, primary screen, HEK293 cells, Fluo-4 calcium flux; Mas-related G-protein coupled receptor member X1 (Homo sapiens), Q96LB2; Fluo-4 calcium fluorescence, agonist mode; active compounds read high; B-score at 10 µM; 310,000 tested, 0.44% active; AID 588627, 2011;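 active = calcium response B-score plate-corrected fluorescence ratio at least 3 library SD, with starting fluorescence B-score inside 5 SD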
#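 times = overnight plating, then 30 min 37 °C plus 30 min room-temperature dye loading | assay system = stable human MrgX1 HEK293 cell line | input = fifteen thousand cells per well | signal = kinetic calcium dye fluorescence, Fluo-4 NW | dosing = compound delivered in addition one of three | read-out = B-scored fluorescence response ratio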
# RGS4 inh = RGS4 inhibitors, primary screen, cell-based, HEK293 M3R inducible RGS4, calcium flux; 310,000 tested, 0.45% active; Regulator of G-protein signaling 4 (Homo sapiens), P49798; B-score at 10 µM; Fluo-4 calcium flux; active compounds read high; triggered by carbachol at its EC20;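 active = B-score, a plate-corrected calcium signal, over three deviations above library mean, with baseline fluorescence within five deviations of library mean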;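 also: RGS4 expression induced by doxycycline in cells with stable M3 receptor; B-score is computed from the integrated fluorescence ratio over baseline after carbachol; higher B-score means a larger calcium signal and so more RGS4 inhibition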
# Target sequence (P49798 whole entry, looked up): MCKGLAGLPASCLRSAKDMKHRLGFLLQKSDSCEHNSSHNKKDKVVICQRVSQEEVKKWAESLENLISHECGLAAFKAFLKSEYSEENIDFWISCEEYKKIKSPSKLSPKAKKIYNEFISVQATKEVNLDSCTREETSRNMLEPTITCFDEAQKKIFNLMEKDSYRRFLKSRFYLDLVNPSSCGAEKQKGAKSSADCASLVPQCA
# MrgX1 PAM = positive allosteric modulators of MrgX1, primary screen, HEK293 cells, Fluo-4 calcium flux; Mas-related G-protein coupled receptor member X1 (Homo sapiens), Q96LB2; AID 588675, 2011; 310,000 tested, 0.63% active; B-score at 10 µM; FDSS; active compounds read high;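 active = plate-corrected calcium response at least 3 library SD above typical, normal starting fluorescence, not activating the receptor alone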;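 also: compound read alongside a low EC10 to EC30 dose of BAM8-22 agonist; peak minus trough fluorescence over baseline measured at the second addition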
# Active calls of the source: *; i = inactive; ? = inconclusive; · = no result given.
SMILES,HIF activator,TRPC4 block,RGS4 pot,MrgX1 antag,TRPC6 inh,TRPC6 act,Platelet DG rel,SKKanGAS inh,MrgX1 agonist,RGS4 inh,MrgX1 PAM
Cn1nc(-c2ccc(OCC(=O)NCC3CCCO3)cc2)c2ccccc2c1=O (centres undefined),0.1,·,i,i,i,i,16.7,-1.7,i,i,i
Cc1nc(-c2ccccc2OC(F)(F)F)[nH]c(=O)c1Cl,-0.4,i,i,i,i,i,-10.0,0.8,i,i,i
O=C(NCCC1=CCCCC1)C1CCC(CNc2nc(=S)[nH]c3ccccc23)CC1 (centres undefined),-4.7,i,i,i,i,i,7.0,2.9,i,i,i
O=C(O)CCC(=O)OCC1CCCO1 (centres undefined),-0.2,i,i,i,i,i,-0.6,4.4,i,i,i
CCn1cc(S(=O)(=O)N2CCc3ccccc3C2)cn1,1.8,i,i,i,i,i,2.6,1.1,i,i,i
Cc1nn(Cc2ccc(C(=O)N3CCN(C(=O)c4ccco4)CC3)o2)c(C)c1[N+](=O)[O-],-0.5,i,i,i,i,i,-7.8,2.0,i,i,i
Cc1noc(C(=O)Nc2cccnc2)c1Cl,-0.2,i,i,i,i,i,-16.6,-2.6,i,i,i
CCC(C)NC(=O)CSc1nnc(-c2ccc(C(C)(C)C)cc2)n1C (centres undefined),0.4,i,i,i,i,i,-4.3,3.1,i,i,i
COc1ccc(CNC(=O)CN(C)Cc2ccccc2F)cc1OC,4.3,-6*,i,i,i,i,1.4,-0.8,i,i,i
CCCOc1ccc2cc(C(=O)NCc3ccccc3)c(=O)oc2c1,-0.5,i,i,i,i,i,10.8,-6.5,i,i,i
Cn1cc(CCC(=O)N2CCCC(CCC(=O)NCc3ccc(F)c(F)c3)C2)cn1 (centres undefined),1.5,i,i,i,i,i,5.1,8.9,i,i,i
NC(=O)CCn1ccc2ccccc21,-1.0,i,i,i,i,i,-1.0,-1.2,i,i,i
COCCNCCOCCOc1ccc(Cl)c(C)c1,0.1,i,i,i,i,i,0.0,-5.5,i,i,i
Cc1ccc(C=Nc2ccc(N(C)C)cc2)o1,-0.2,i,i,i,i,i,6.2,6.1,i,5.31*,i
C=CC[C@H]1CC(C)=C[C@H](CC=C)N1,0.2,i,i,i,i,i,6.9,-2.8,i,i,i
Cn1cnnc1SC(C(=O)c1ccccc1)c1ccccc1 (centres undefined),0.5,i,i,i,i,i,·,4.4,i,i,i
O=C(O)CSc1c2c(nc3cc(C(=O)N4CCCC4)ccc13)CCCC2,0.3,i,i,i,i,i,-12.8,10.4,i,i,i
COc1cc(CC(=O)OCC(=O)Nc2sccc2C(N)=O)cc(OC)c1OC,-0.2,i,i,i,i,i,1.3,4.1,i,i,i
CN(Cc1ccc2c(c1)OCCO2)C(=O)CN1C(=O)NC2(CCCCC2)C1=O,0.4,i,i,i,i,i,-10.8,8.3,i,i,i
O=Cc1ccc(OCc2ccc3ccccc3c2)cc1,-18.8,i,i,i,i,i,-16.0,2.2,i,i,i
Cc1ccccc1-c1nc(CN(Cc2c(C)nn(C)c2C)C2CC2)c(C)o1,-0.4,i,i,i,i,i,-10.5,-4.5,i,i,i
CC1CCN(C(=O)Cn2c(=O)c3cccn3c3ccccc32)CC1,-0.6,i,i,i,i,i,1.7,16.5,i,i,i
O=[N+]([O-])c1ccccc1S(=O)(=O)Nc1ccc(-c2ccc3nncn3n2)cc1,-1.1,i,i,i,i,i,-2.1,22.1,i,i,i
CCCN1CCC(NCc2cn(C)nc2-c2ccc(Oc3ccccc3)cc2)CC1,-0.3,i,i,i,i,i,-15.1,-11.3,i,i,i
N#C/C(=C\c1ccc(O)cc1)c1nc2ccccc2o1,1.8,i,i,i,i,i,6.4,-12.7,i,i,i
O=S(=O)(c1ccccc1)c1nc(NCc2ccccc2)sc1Cl,-0.5,i,i,i,i,i,-3.0,3.8,i,i,i
Cc1ccc(OCCn2cnc3c(N)ncnc32)cc1,0.8,i,i,i,i,i,-5.2,-2.7,i,i,i
CSc1ccc(S(=O)(=O)NCc2ccc(C)cc2)cc1,0.1,·,i,i,i,i,1.2,-2.6,i,i,i
COc1ccc(CCNC(=O)CSc2nnc(-c3ccccc3)c3ccccc23)cc1OC,0.0,i,i,i,i,i,2.5,1.3,i,i,i
O=C(Nc1ccc2nc(-c3ccccc3)[nH]c2c1)c1ccco1,4.6,i,i,i,i,i,-2.2,-7.1,i,i,i
CCOC(=O)c1ccccc1NC(=O)c1cccc(F)c1,0.1,i,i,i,i,i,6.3,-3.7,i,i,i
COc1nc(C)ccc1-c1noc(-c2ccco2)n1,0.7,i,i,i,i,i,-0.5,-12.2,i,i,i
CCC1=C(OC(=O)N(CC)CC)N2C(=O)OC(=NCC(=O)OC)[C@]2(C)[C@H]2C1=CC[C@H]1C(=O)N(CC)C(=O)[C@H]12,2.0,i,i,i,i,i,-3.7,0.6,i,i,i
CCCC1=Nc2cc(C(=O)NCc3ccco3)ccc2Sc2ccccc21,-0.9,i,i,i,i,i,-2.3,4.6,i,i,i
CCN(CC)c1ccc(-c2nn3c(-c4cccnc4)nnc3s2)cc1,1.8,i,i,·,i,i,3.6,67.6*,·,i,·
CCCNC(=O)CS(=O)Cc1nc(-c2cccc(OC)c2)oc1C (centres undefined),-0.1,i,i,i,i,i,0.2,-3.0,i,i,i
CCOC(=O)C1=C(C)NC(=O)NC1c1ccc(OC)c(CN2CCOCC2)c1 (centres undefined),-0.1,i,i,i,i,i,0.4,-0.9,i,i,i
O=C(O)/C(=C1/OC(=O)c2ccccc21)c1ccccc1,0.2,i,i,i,i,i,-22.3,-6.5,i,i,i
COc1cc(OC)c(C(=O)Nc2ccccc2-c2ccccc2)cc1OC,-0.4,i,i,i,i,i,12.0,-6.1,i,i,i
O=C1c2ccccc2C(=O)N1CCCC(=O)N1CCc2ccccc21,0.0,i,i,i,i,i,3.4,-4.1,i,i,i
Cc1cccnc1NC(=O)c1ccc(S(=O)(=O)N2CCC(C)CC2)cc1,-0.3,i,i,i,i,i,-4.2,-2.3,i,i,i
O=C(CCNC(=O)Cn1ccc2ccccc2c1=O)NCc1ccccn1,·,i,i,i,i,i,7.7,-0.9,i,i,i
CC(C)Cn1c(SCc2nc3ccccc3c(=O)[nH]2)nc2ccccc2c1=O,-0.2,i,i,i,i,i,-1.3,0.9,i,i,i
Cc1cc(C)cc(-c2nnc(SCC(=O)NCc3cccs3)o2)c1,0.1,i,i,i,i,i,11.1,-6.8,i,i,i
CC(C)C(NC(=O)c1ccccc1Br)c1ccccc1 (centres undefined),-0.5,i,i,i,i,i,-1.5,-0.5,i,i,i
Cc1cc(Cl)ccc1NC(=S)N1CCN(C(=O)c2ccco2)CC1,0.0,i,i,i,i,i,-6.1,2.1,i,i,i
CCOc1cc(/C=C2\SC(=O)N=C2N)ccc1O,-0.3,i,i,i,i,i,-5.9,-17.6,i,i,i
O=C(CN1CCOCC1)Nc1ccc2c(c1)OCCO2,1.2,i,i,i,i,i,1.5,1.3,i,i,i
COc1cccc(-c2cc(C(F)(F)F)nc(N3CCC(C)CC3)n2)c1,-0.9,i,i,i,i,i,-2.9,67.5*,i,i,i
Fc1ccccc1-c1nc(-c2ccccc2)no1,0.8,i,i,i,i,i,16.4,7.6,i,i,i
C/C(=N\Nc1cc(N2CCOCC2)ncn1)c1ccc(O)cc1,2.1,i,i,i,i,i,-1.0,-6.3,i,i,i
CC(=O)Nc1ccc(S(=O)(=O)NNC(=O)c2ccc([N+](=O)[O-])cc2)cc1,0.2,i,i,i,i,i,-4.7,-4.9,i,i,i
O=C(NC1CCc2ccccc21)C12CN(Cc3ccccc3)CC1C(c1cccc([N+](=O)[O-])c1)=NO2 (centres undefined),-0.2,i,i,i,i,i,0.1,12.7,i,i,i
CCCCn1c(N)c(N(CCOC)C(=O)CSCc2c(C)noc2C)c(=O)[nH]c1=O,-0.7,i,i,i,i,i,-6.4,-11.5,i,i,i
O=C1C2C3C=CC(CC3)C2C(=O)N1/N=C/c1ccc(O)c(O)c1 (centres undefined),0.9,i,i,i,i,i,0.8,3.3,i,i,i
Cc1oc2ccc(O)cc2c1C(=O)OC(C)C,0.8,i,i,i,i,i,-0.3,2.2,i,i,i
O=C(CSc1nc(-c2ccc(F)cc2)cs1)Nc1ccccn1,0.1,i,i,i,i,i,-2.9,-6.2,i,i,i
Cn1nccc1C(=O)OCC(=O)Nc1ccc(S(N)(=O)=O)cc1,-0.2,i,i,i,i,i,19.5,0.5,i,i,i
COc1cc(NC(=O)c2cc3ccccc3cc2O)c(OC)cc1Cl,-11.5,i,i,i,i,i,-1.2,17.2,i,i,i
CC(C)Cc1ccc(-c2cc(=O)[nH][nH]2)cc1,-0.6,i,i,i,i,i,1.0,14.7,i,i,i

# More structures follow.
SMILES,HIF activator,TRPC4 block,RGS4 pot,MrgX1 antag,TRPC6 inh,TRPC6 act,Platelet DG rel,SKKanGAS inh,MrgX1 agonist,RGS4 inh,MrgX1 PAM
Cn1nc(C(F)(F)F)c2cc(NC(=O)OCC(C)(C)C)sc21,-26.5,i,i,i,i,i,-0.9,-2.9,i,i,i
COCCOC(=O)C1=C(C)N=c2s/c(=C\c3cccs3)c(=O)n2C1c1cccs1 (centres undefined),0.0,i,i,i,i,i,-17.3,15.8,i,i,i
CCN(c1ccc(OC)cc1)S(=O)(=O)c1nnc(NC(=O)COc2ccccc2)s1,0.0,i,i,i,i,i,-3.4,22.4,i,i,i
CC(C)Nc1nc(Oc2ccc(Cl)cc2)cc(C(F)(F)F)n1,0.2,i,i,i,i,i,-1.2,1.4,i,i,i
COCCN(C(=S)Nc1cccc(OC)c1)C1CCN(C(C)=O)CC1,0.7,i,i,i,i,i,-0.7,-1.3,i,i,i
Cc1ccccc1OCC(=O)NC(=S)Nc1ccc(Br)c(C)n1,·,i,i,i,i,i,-3.6,?,i,i,i
